TGFb SMAD3 inh = inhibitors of TGF-b signaling; 410,000 tested, 1.2% active; HepG2 CAGA-GFP TGF-b/SMAD3 reporter, GFP fluorescence, 18 h; TGF-beta stimulated, 500 pg/mL final; Potency, µM (highest dose often 46.1 µM), inactives show at the highest dose activity, negative = inhibition, hits mostly inhibitors; further: potency means the concentration at half of the fitted maximal effect; on the % scale 0 is the no-effect control and ±100 the full control effect; nearly all actives have a fitted effect of over 65% in size
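Smad-responsive CAGA-GFP expression was quantified in HEPG2 cells exposed to compounds and 500 pg/mL final TGF-beta for 18 h at 37 degrees C; unstimulated wells defined full inhibition.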
MmCpn inh = inhibitors of Methanococcus maripaludis chaperonin (MmCpn); AID 504842; 330,000 tested, 0.031% active; purified Mm-Cpn ATPase, ADP Transcreener TR-FRET; Potency, µM (highest dose often 76.9 µM), inactives show top-dose activity, negative = inhibition, usual class: inhibitors; further: potency means the concentration at half of the fitted maximal effect; on the % scale 0 is the no-effect control and ±100 the full control effect; nearly all actives have a fitted effect of over 80% in size
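ATP (10 uM final) was added to archaeal chaperonin (25 nM final) after 10 min exposure to test compound at 37°C; after 30 min further incubation, ADP was detected by competitive TR-FRET.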
HepG2 viability = kills HepG2 cells in TGF-b inhibitor counter-screen; HepG2 CAGA-GFP viability, ATP luminescence, 18 h; Potency, µM (doses to about 46.1 µM), without a hit: at the highest dose activity change, negative = cytotoxicity, usual class: cytotoxic; 410,000 tested, 0.76% active; further: potency means the concentration at half of the fitted maximal effect; some results filed as inactive show a strong effect at the top dose
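CellTiter-Glo luminescence gave cytotoxicity after 18 hours at 37 degrees C. The cells were HepG2 CAGA-GFP in 1% FBS DMEM, stimulated with 500 pg/mL TGF-beta after compound addition. %Activity was normalised to no-cell wells (complete cell-killing) and DMSO (no toxicity), and curves were fitted and classified.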
Abeta rescue = compounds reversing amyloid beta toxicity in yeast; yeast expressing A-beta42, growth rescue, OD600, 48 h; response scale: 0% DMSO, 100% iron-clioquinol control; Potency, µM (doses to about 46.1 µM), without a hit: at the top dose growth rescue, usual class: activators; 410,000 tested, 0.063% active; further: potency means the concentration at half of the fitted maximal effect; nearly all actives have a fitted effect of over 55% in size
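Yeast A-beta toxicity model in growth medium with pinned compounds, 48 h at 30 C; growth read as absorbance at 600 nm. Normalized to FeCl3/clioquinol equimolar mix (positive) and DMSO (negative).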
CCT chaperon mod = changes cytosolic chaperonin activity. purified chaperonin ATPase assay, HTRF ADP detection, 30 min. 360,000 tested, 0.3% active. activity change, % (no concentration beside the values), hits read low. AID 651819; in the data active means activity change below about -30%; further: on the % scale 0 is the no-effect control and ±100 the full control effect
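TRiC at 40 or 20 nM final (batch-dependent) in 30 mM Tris pH 7.4, 100 mM KCl, 5 mM MgCl2, 1 mM DTT, with compound at single 76 uM and 10 uM ATP, 30 min at 37 deg C. ADP detected by HTRF Transcreener, 665/615 ratio.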
Akt phos inh = blocks phosphorylation of Akt. Neuro2A IGF-stimulated pAkt S473 HTRF, 20 min; active compounds read low. activity change, % for hits at 50 µM. 360,000 tested, 0.32% active; in the data active means activity change below about -80%; inconclusive means mostly about -51% to -80%; further: on the % scale 0 is the no-effect control and ±100 the full control effect
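Single-point screen (50 µM final compound) in Neuro2A cells stimulated 20 min with 6 nM IGF at 37 deg C. After lysis, Ser473-phosphorylated Akt read by HTRF (ex 330 nm, em 615/665 nm) as the 665/615 ratio.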
Nrf2 inh = blocks Nrf2 signaling; A549 ARE-Fluc reporter, luciferase luminescence, 18-24 h; Potency, µM (series often up to 46 µM), for inactives: at the highest dose activity change, negative = inhibition, most hits filed as inhibitors; 360,000 tested, 2.1% active; AID 504444; further: potency means the concentration at half of the fitted maximal effect; on the % scale 0 is the no-effect control and ±100 the full control effect; nearly all actives have a fitted effect of over 60% in size
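In this cell-based qHTS, ARE-driven firefly luciferase in A549 cells reports Nrf2 activity; the luminescent signal after BugLite lysis is the measured value, with a prior CellTiter-Fluor read for cell health.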
Nrf2 ARE act = Nrf2 pathway activation | AREc32 ARE-luciferase reporter (MCF7-derived line), luminescence, 24 h | AID 624171 | Potency, µM (series often up to 46.1 µM), for the others: at the highest dose activation, most hits filed as activators | 410,000 tested, 0.31% active; further: potency means the concentration at half of the fitted maximal effect; % of control where 0% means no effect; nearly all actives have a fitted effect of over 65% in size
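Luciferase luminescence (Steady-Glo, 30 min at room temperature) served as the read-out of ARE activation in AREc32 cells treated with compounds for 24 hr at 37 deg C.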
A549 tox = A549 cytotoxicity, counter-screen for Nrf2 inhibitors; A549 ARE-Fluc cells, CellTiter-Fluor viability, 18-24 h; Potency, µM (doses to about 46 µM), inactives show at the top dose activity change, negative = cytotoxicity, usual class: inhibitors; 390,000 tested, 0.16% active; further: potency means the concentration at half of the fitted maximal effect; on the % scale 0 is the no-effect control and ±100 the full control effect
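A549 ARE-Fluc cells in 5% FBS OPTI-MEM, 5000 cells/well, rested 2 h then exposed to compounds in concentration-response for 18-24 h at 37 °C. Viability by CellTiter-Fluor fluorescence (Ex 405/Em 525) after 30 min; luciferase luminescence (BugLite, 15 min, RT) read afterwards.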
Active calls of the source: *; & = joins results of further samples; [ ] = another dose, or the depositor's remark. Unless noted, the call rests on the fitted dose curve; in most records, active means well fitted curve in the direction sought with a large enough effect; inconclusive means small, poorly fitted or top-dose-only effect, or another doubt; inactive means no such curve, though single readings can be large; an effect the other way counts as inactive or inconclusive.

`CN1CCN(C2CC(=O)N(CCc3ccccc3)C2=O)CC1` (stereo not given) gave TGFb SMAD3 inh 24%, MmCpn inh -3%, HepG2 viability -6%, Abeta rescue 8%, CCT chaperon mod 0.1, Akt phos inh inactive, Nrf2 inh 21%, Nrf2 ARE act -0.6% and A549 tox inconclusive.
`Cc1cc(C)c(NC(=O)CSc2nc3ccncc3[nH]2)c(C)c1` gave TGFb SMAD3 inh -1%&-6%, MmCpn inh -2%, HepG2 viability -2%&3%, Abeta rescue 9%&-24%, CCT chaperon mod -0.1, Akt phos inh inactive, Nrf2 inh -29%&-11%, Nrf2 ARE act 0.2%&0.1% and A549 tox -4%&3%.
For Cc1cccc(C)c1OCc1cc(C(=O)N2CCC(c3ccncc3)CC2)no1 the results were TGFb SMAD3 inh inconclusive, MmCpn inh 1%, HepG2 viability -15%, Abeta rescue 20%, CCT chaperon mod -2.0, Akt phos inh inactive, Nrf2 inh 3%, Nrf2 ARE act 3.1% and A549 tox -8%.
For O=C(COC(=O)CCc1nc2ccccc2s1)Nc1ccc(Cl)cn1 the results were TGFb SMAD3 inh inconclusive, MmCpn inh 2%, HepG2 viability -32%, Abeta rescue 4%, CCT chaperon mod -1.1, Akt phos inh inactive, Nrf2 inh 2%, Nrf2 ARE act -1.0% and A549 tox 2%.
`O=C(COc1ccc(S(=O)(=O)N2CCOCC2)cc1)Nc1ccc(Cl)c(C(F)(F)F)c1` gave TGFb SMAD3 inh inconclusive, MmCpn inh 2%, HepG2 viability -35%, Abeta rescue 1%, CCT chaperon mod -1.7, Akt phos inh inactive, Nrf2 inh inconclusive, Nrf2 ARE act 0.9% and A549 tox inconclusive.
`CNC(=O)CSc1nnc(-c2ccco2)n1-c1cccc(OC)c1` gave TGFb SMAD3 inh -9%, MmCpn inh 1%, HepG2 viability 12%, Abeta rescue -6%, CCT chaperon mod -2.1, Akt phos inh inactive, Nrf2 inh -10%, Nrf2 ARE act 0.5% and A549 tox 4%.
Screening CC1Cc2ccccc2N1C(=O)c1cnc2sccn2c1=O (stereo not given) returned TGFb SMAD3 inh 0%, MmCpn inh -2%, HepG2 viability -2%, Abeta rescue 3%, CCT chaperon mod 1.3, Akt phos inh inactive, Nrf2 inh 8%, Nrf2 ARE act -0.1% and A549 tox 2%.
CCn1ccc(C(=O)Nc2ccc(Cl)cn2)n1 was read as TGFb SMAD3 inh 0%, MmCpn inh 0%, HepG2 viability 2%, Abeta rescue 6%, CCT chaperon mod -0.9, Akt phos inh inactive, Nrf2 inh inconclusive, Nrf2 ARE act 5.0% and A549 tox 8%.
Screening CC(=O)Cn1c2ccccc2n2nc(CCC(=O)O)c(=O)nc12 returned TGFb SMAD3 inh 42%[activator], MmCpn inh -10%, HepG2 viability 12%, Abeta rescue -4%, CCT chaperon mod 1.2, Akt phos inh inactive, Nrf2 inh -4%, Nrf2 ARE act 0.0% and A549 tox 1%.
For CC(=O)Nc1cccc(C(=O)NNC(=O)c2ccc(-n3cnnn3)cc2)c1 the results were TGFb SMAD3 inh 4%, MmCpn inh 1%, HepG2 viability 8%, Abeta rescue 0%, CCT chaperon mod -0.6, Akt phos inh inactive, Nrf2 inh 1%, Nrf2 ARE act -0.6% and A549 tox -1%.
Cc1nc2cc(NC(=O)NC3CC3)ccc2n1C was read as TGFb SMAD3 inh 1%, MmCpn inh -11%, HepG2 viability -3%, Abeta rescue -4%, CCT chaperon mod -2.5, Akt phos inh inactive, Nrf2 inh 18%, Nrf2 ARE act -0.1% and A549 tox 1%.
CC(C)C(OC(=O)CN1C(=O)COc2ccccc21)C(=O)NC1CCCC1 (stereo not given) was read as TGFb SMAD3 inh -14%, MmCpn inh -9%, HepG2 viability -10%, Abeta rescue 13%, CCT chaperon mod -1.5, Akt phos inh inactive, Nrf2 inh 4%, Nrf2 ARE act -1.1% and A549 tox -17%.
COc1cccc(N=C2SC(C(=O)Nc3ccccc3F)CC(=O)N2C)c1 (stereo not given) was read as TGFb SMAD3 inh -3%, MmCpn inh -1%, HepG2 viability 0%, Abeta rescue 7%, CCT chaperon mod 0.5, Akt phos inh inactive, Nrf2 inh -10%, Nrf2 ARE act -0.4% and A549 tox -3%.
CN(CCNC(=O)C1CC(=O)N(C2CCCC2)C1)Cc1ccccc1 (stereo not given) was read as TGFb SMAD3 inh 1%, HepG2 viability 7%, Abeta rescue -10%, CCT chaperon mod 1.5, Akt phos inh inactive, Nrf2 inh 8%, Nrf2 ARE act -0.5% and A549 tox 1%.
C=CCOc1ccc(/C=C/C(=O)OCC(=O)NCCC2=CCCCC2)cc1 was read as TGFb SMAD3 inh -18%, MmCpn inh -1%, HepG2 viability 1%, Abeta rescue 11%, CCT chaperon mod 0.4, Akt phos inh inactive, Nrf2 inh 6%, Nrf2 ARE act 0.4% and A549 tox -1%.
Cc1ccsc1/C=N/NC(=O)CNC(=O)c1ccc(S(=O)(=O)N(C)C)cc1 was read as TGFb SMAD3 inh -7%, MmCpn inh -2%, HepG2 viability -4%, Abeta rescue -14%, CCT chaperon mod 0.5, Akt phos inh inactive, Nrf2 inh -4%, Nrf2 ARE act -2.4% and A549 tox 9%.
For CCCNC(=O)c1ccc(C)c(NC(=O)C2=C(C)OCCS2)c1 the results were TGFb SMAD3 inh -25%, MmCpn inh -1%, HepG2 viability -9%, Abeta rescue -13%, CCT chaperon mod -0.1, Akt phos inh inactive, Nrf2 inh 1%, Nrf2 ARE act -0.9% and A549 tox -5%.
`O=C(NCc1cccnc1)c1cc(C2CCCCN2C(=O)CCCc2ccccc2)on1` (stereo not given) gave TGFb SMAD3 inh -15%, HepG2 viability -16%, Abeta rescue -17%, CCT chaperon mod -0.8, Akt phos inh inactive and Nrf2 ARE act 1.0%.
For O=C(OCc1ccccc1)C1CCCN1C(=O)c1cccs1 (stereo not given) the results were TGFb SMAD3 inh 4%, MmCpn inh -1%, HepG2 viability -3%, Abeta rescue 1%, CCT chaperon mod -0.9, Akt phos inh inactive, Nrf2 inh 11%, Nrf2 ARE act 2.4% and A549 tox 0%.
Screening CC1CCCC(NC(=O)c2ccc3c(c2)OCCO3)C1C (stereo not given) returned TGFb SMAD3 inh -2%, MmCpn inh 0%, HepG2 viability -14%, Abeta rescue 0%, CCT chaperon mod 1.7, Akt phos inh inactive, Nrf2 inh inconclusive, Nrf2 ARE act 3.7% and A549 tox -18%.
For CCc1ccc(S(=O)(=O)c2cn(CC(=O)Nc3ccc(C)cc3)c3ccccc3c2=O)cc1 the results were TGFb SMAD3 inh -11%, HepG2 viability -2%, Abeta rescue 3%, Nrf2 inh 9%, Nrf2 ARE act -0.2% and A549 tox -9%.
Screening CCN(CC)CCOC(=O)c1c(C)oc2ccc(O)cc12 returned TGFb SMAD3 inh 8%, MmCpn inh 0%, HepG2 viability 5%, Abeta rescue 4%, CCT chaperon mod -1.6, Akt phos inh inactive, Nrf2 inh 4%, Nrf2 ARE act 0.0% and A549 tox 9%.
`CCCCCCCCN1C(=O)[C@H](CC(=O)N2CCN(C(=O)OCC)CC2)C[C@@]2(C(=O)OCC)CCCC=C12` gave Abeta rescue -2%, CCT chaperon mod -1.2, Akt phos inh inactive and Nrf2 ARE act 0.0%.
Cc1ccccc1NC(=O)c1c(C)oc2ccc(O)c(CN(C)Cc3ccccc3)c12 was read as TGFb SMAD3 inh inconclusive, HepG2 viability -45%, Abeta rescue 16%, Nrf2 inh 20%, Nrf2 ARE act 15% and A549 tox 1%.
`CCNc1nc(NCC)n2c(SCC(=O)Nc3ccc(C)c(C)c3)nnc2n1` gave TGFb SMAD3 inh 8%, MmCpn inh 1%, HepG2 viability -5%, Abeta rescue -3%, CCT chaperon mod -1.1, Akt phos inh inactive, Nrf2 inh 4%, Nrf2 ARE act 2.1% and A549 tox -1%.
Screening COc1ccccc1NC(=O)c1cccc(S(=O)(=O)N2CCN(c3ccccc3)CC2)c1 returned TGFb SMAD3 inh 0%, MmCpn inh inconclusive, HepG2 viability -2%, Abeta rescue 1%, CCT chaperon mod -3.9, Akt phos inh inactive, Nrf2 inh inconclusive, Nrf2 ARE act -0.6% and A549 tox 0%.
O=C(NCCc1ccccc1)C1CCC(Cn2c(=O)c3ccccc3n(Cc3cccc(Cl)c3)c2=O)CC1 (stereo not given) was read as TGFb SMAD3 inh -16%, HepG2 viability -5%, Abeta rescue -8%, CCT chaperon mod -1.3, Akt phos inh inactive, Nrf2 inh 1%, Nrf2 ARE act 0.1% and A549 tox -3%.
Screening Cc1cccc2cc(C(c3nnnn3CC3CCCO3)N3CCc4ccccc4C3)c(=O)[nH]c12 (stereo not given) returned TGFb SMAD3 inh 0%, MmCpn inh -5%, HepG2 viability -22%, Abeta rescue 5%, CCT chaperon mod 0.7, Akt phos inh inactive, Nrf2 inh 20%, Nrf2 ARE act 2.7% and A549 tox 11%.
`Cc1nnc(Nc2ccc(S(N)(=O)=O)cc2)c2ccccc12` gave TGFb SMAD3 inh 29%, MmCpn inh -1%, HepG2 viability 1%, Abeta rescue 4%, CCT chaperon mod -1.2, Akt phos inh inactive, Nrf2 inh -10%, Nrf2 ARE act 0.0% and A549 tox 0%.
